Screens as filed in PubChem.
PPC-1+TRAIL kill – PPC-1 cancer cell killing with TRAIL present; PPC-1 cells + TRAIL, ATPLite viability luminescence; cell killing (% activity), % at 4 µM; hit rate 0.41% among 220,000;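 active means cell killing above 50% in the first pass at 4 µM, then a duplicate retest at 5 µM averaging 50% or more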;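 further: plate controls were cells with TRAIL plus DMSO for no effect and medium-only wells lacking cells for full effect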
TRPML3 ag – activates the human TRPML3 channel. Q8TDD5. HEK293 TRPML3-YFP, Fluo-8 calcium fluorescence; 100% = the carbachol control signal. activation, % at 3 µM. hit rate 0.29% among 220,000;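 active means activation above its plate's cutoff, the mean activation of the plate's test wells plus 3 SD, cut at about 12% in these data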;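 further: 0% = DMSO only wells and 100% = carbachol wells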
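Material: TRPML3-YFP stable HEK293 cells | Dosing: One concentration, 3 µM nominal, 0.3% DMSO | Timing: 125 s total fluorescence read per well | Technique: Fluo-8 calcium dye fluorescence, ex 470-495, em 515-575 nm | Measure: Percent activation from peak-to-basal fluorescence ratio, scaled between DMSO and carbachol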
NPY1 pot ag – human NPY-Y1 potentiation or agonism, primary screen; P25929; NPY-Y1 expressing cells, potentiator/agonist activation; activation, % at 3.6 µM; hit rate 0.37% among 220,000; AID 1304; in the data active means activation above about 33%, passing the limit was not always enough;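 further: cells stimulated with NPY at EC10 then isoproterenol at EC100; 0% = low agonist plus stimulus and 100% = saturating agonist plus stimulus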
Target sequence (P25929 whole entry, looked up): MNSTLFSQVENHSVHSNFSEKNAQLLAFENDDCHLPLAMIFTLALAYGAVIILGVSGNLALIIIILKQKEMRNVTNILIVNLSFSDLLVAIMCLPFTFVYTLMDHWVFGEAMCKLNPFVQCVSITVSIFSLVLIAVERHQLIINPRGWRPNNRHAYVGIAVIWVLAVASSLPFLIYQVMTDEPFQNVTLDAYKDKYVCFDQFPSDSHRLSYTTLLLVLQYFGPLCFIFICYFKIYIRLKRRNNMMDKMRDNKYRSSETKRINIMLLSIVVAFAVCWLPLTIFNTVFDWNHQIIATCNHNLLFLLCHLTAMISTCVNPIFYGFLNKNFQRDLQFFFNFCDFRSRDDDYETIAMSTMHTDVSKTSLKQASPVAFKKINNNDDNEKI
zfTRPN1 agonist – activates the zebrafish TRPN1 channel. HEK293 zebrafish TRPN1-YFP, Fluo-8 calcium fluorescence; 100% = response to 87 µM carbachol. activation, % at 3 µM. hit rate 0.18% among 220,000;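 active means activation above its plate's cutoff, the mean activation of test wells on that plate plus 3 SD, cut at about 19% in these data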;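 further: 0% = DMSO alone and 100% = 87 µM carbachol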
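Material: zebrafish TRPN1-YFP in HEK293 cells. Doses: one dose of 3 µM, 0.3% DMSO. Incubation: dye 1 h 37 °C plus 30 min RT. Measured by: intracellular calcium fluorescence with Fluo-8.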
PGE2 EP2 inh – blocks the human prostaglandin E2 receptor EP2; P43116; C6 glioma cells expressing human EP2, cAMP TR-FRET; cells stimulated with saturating PGE2; inhibition, % at 25 µM; hit rate 0.52% among 260,000; AID 1422;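 active means percent inhibition above 40 after rounding to a whole number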;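 further: rat C6 glioma host cells with rolipram phosphodiesterase inhibitor present; the protocol text gives 20 µM as final concentration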
Target sequence (P43116 whole entry, looked up): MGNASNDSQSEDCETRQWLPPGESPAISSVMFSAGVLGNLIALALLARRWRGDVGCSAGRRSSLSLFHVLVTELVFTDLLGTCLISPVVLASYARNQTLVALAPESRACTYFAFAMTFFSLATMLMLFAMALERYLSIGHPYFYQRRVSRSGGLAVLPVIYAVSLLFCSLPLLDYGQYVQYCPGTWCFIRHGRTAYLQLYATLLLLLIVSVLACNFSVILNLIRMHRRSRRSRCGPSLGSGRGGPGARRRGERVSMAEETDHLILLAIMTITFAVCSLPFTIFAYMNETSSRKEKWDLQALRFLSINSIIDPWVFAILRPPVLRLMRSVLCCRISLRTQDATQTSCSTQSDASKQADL
EP2 mod – modulates human prostaglandin E2 receptor EP2 signaling. P43116. hit rate 0.83% among 260,000. EP2-expressing cells, cAMP HTRF FRET, PGE2 co-stimulation. induction, % at 25 µM;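 active means compounds whose cAMP rise, as percent of the full-agonist control response, exceeds 60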;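 further: rat C6 glioma line stably carrying human EP2 under a CMV promoter; the protocol text gives 20 µM as final concentration; 100% = response of wells given 1 µM PGE2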
14-3-3 Bad PPI – disrupts binding of bovine 14-3-3 zeta to phospho-Bad peptide; P63103; TR-FRET 14-3-3zeta/Dy647-pBad peptide displacement, 1 h; inhibition, % at 21.7 µM; hit rate 0.71% among 220,000; AID 781;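 active means inhibition above about 70%, limit read from the data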;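 further: 0% = full 14-3-3 plus peptide FRET controls and 100% = background without 14-3-3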
Target sequence (P63103 whole entry, looked up): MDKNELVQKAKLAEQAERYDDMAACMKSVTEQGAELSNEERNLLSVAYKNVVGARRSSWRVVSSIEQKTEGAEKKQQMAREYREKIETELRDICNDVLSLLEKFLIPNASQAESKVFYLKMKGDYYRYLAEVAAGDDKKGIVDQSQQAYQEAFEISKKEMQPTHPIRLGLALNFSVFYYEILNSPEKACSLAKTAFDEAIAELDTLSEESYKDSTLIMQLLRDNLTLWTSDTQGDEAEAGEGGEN
NPY-Y1 antag – blocks the human neuropeptide Y Y1 receptor; hit rate 1% among 200,000; HEK293-CNG Y1 cells, membrane potential fluorescence; NPY at EC95, then isoproterenol; inhibition, % at 3.6 µM; AID 1040;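 active means inhibition above the campaign mean inhibition of all tested compounds plus 3 SD, cut at about 20% in these data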;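 further: 0% = DMSO wells given NPY plus isoproterenol and 100% = isoproterenol alone without NPY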
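Assay system: HEK293 cells with Y1 receptor plus CNG channel | Probe or stimulus: NPY (25 nM), isoproterenol (1 µM), Ro 20-1724 (25 µM) | Timing: Compound incubation 1 h at room temperature, readout 45 min post-stimulation | Measured by: Membrane-potential fluorescent dye readout | Benchmarks: High control isoproterenol alone, low control NPY with isoproterenol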
CHOP inhibitor – blocks CHOP induction under ER stress. CHO-K1 CHOP-promoter luciferase, tunicamycin-induced, 15-18 h. inhibition, % at 10 µM. hit rate 3.8% among 220,000. AID 2732;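 active means compounds that reduced the stress-induced luciferase reporter signal by more than about 70% of percent inhibition, limit read from the data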;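 further: 0% = tunicamycin plus vehicle and 100% = wells without tunicamycin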
An asterisk follows results filed as active; & = joins results of further samples; [ ] = another dose, or the depositor's remark. Some of the compounds tested, so the mix of outcomes need not match the whole.

The opening 2 entries, to show the layout:
How did CN(C)c1ccc(/C=N/NC(N)=S)cc1[N+](=O)[O-] do in these assays?
PPC-1+TRAIL kill: 14; TRPML3 ag: 0.4; NPY1 pot ag: -9; zfTRPN1 agonist: -0.4; PGE2 EP2 inh: 7; EP2 mod: -62; 14-3-3 Bad PPI: -11; NPY-Y1 antag: 6; CHOP inhibitor: -15

Results for CC(C)CNS(=O)(=O)c1ccc(NC(=O)Cn2nc(-c3ccc(F)cc3)ccc2=O)cc1 ?
PPC-1+TRAIL kill: 0; TRPML3 ag: -0.8; NPY1 pot ag: 15; zfTRPN1 agonist: -2.4; PGE2 EP2 inh: 7; EP2 mod: -88; 14-3-3 Bad PPI: 0[fluorescence artefact?]; NPY-Y1 antag: 0; CHOP inhibitor: -8

The whole of this part, from the start:
How did CN(C)c1ccc(/C=N/NC(N)=S)cc1[N+](=O)[O-] do in these assays?
PPC-1+TRAIL kill: 14; TRPML3 ag: 0.4; NPY1 pot ag: -9; zfTRPN1 agonist: -0.4; PGE2 EP2 inh: 7; EP2 mod: -62; 14-3-3 Bad PPI: -11; NPY-Y1 antag: 6; CHOP inhibitor: -15

Results for CC(C)CNS(=O)(=O)c1ccc(NC(=O)Cn2nc(-c3ccc(F)cc3)ccc2=O)cc1 ?
PPC-1+TRAIL kill: 0; TRPML3 ag: -0.8; NPY1 pot ag: 15; zfTRPN1 agonist: -2.4; PGE2 EP2 inh: 7; EP2 mod: -88; 14-3-3 Bad PPI: 0[fluorescence artefact?]; NPY-Y1 antag: 0; CHOP inhibitor: -8

Results for NC(=O)CC(NC(=O)Cc1cccc2ccccc12)c1ccc(NCc2cc(F)ccc2F)c([N+](=O)[O-])c1 (centres undefined) ?
PPC-1+TRAIL kill: 12; PGE2 EP2 inh: 26; EP2 mod: -12; 14-3-3 Bad PPI: 6; CHOP inhibitor: 99*

How did O=C(O)c1cccc(NC(=O)C23CC4CC(C2)CC(n2cnc(Cl)n2)(C4)C3)c1 do in these assays?
PPC-1+TRAIL kill: -12; TRPML3 ag: 0.7; NPY1 pot ag: -2; zfTRPN1 agonist: -1.1; PGE2 EP2 inh: 18; EP2 mod: 19; 14-3-3 Bad PPI: -6[fluorescence artefact?]; NPY-Y1 antag: 3; CHOP inhibitor: 13

Results for CCN1CCN(c2nc3c(C)cccn3c(=O)c2/C=C(\C#N)S(=O)(=O)c2ccccc2)CC1 ?
PPC-1+TRAIL kill: 17; TRPML3 ag: 0.6; NPY1 pot ag: 0; zfTRPN1 agonist: 1.7; PGE2 EP2 inh: 11; EP2 mod: -2; 14-3-3 Bad PPI: 0; NPY-Y1 antag: 1; CHOP inhibitor: 15

How did c1ccc2[nH]c(CSc3nnc(-c4ccncc4)o3)nc2c1 do in these assays?
PPC-1+TRAIL kill: 17; TRPML3 ag: 0.7; NPY1 pot ag: 1; zfTRPN1 agonist: -0.3; PGE2 EP2 inh: 12; EP2 mod: 5; 14-3-3 Bad PPI: 7; NPY-Y1 antag: -2; CHOP inhibitor: 48

How did COc1ccc(NC(=O)C(c2ccccc2)N(C)C(=O)c2cnccn2)cc1 (centres undefined) do in these assays?
PPC-1+TRAIL kill: 10; TRPML3 ag: 1.3; NPY1 pot ag: 7; zfTRPN1 agonist: 2.1; PGE2 EP2 inh: 13; EP2 mod: 3; 14-3-3 Bad PPI: 0; NPY-Y1 antag: 0; CHOP inhibitor: 25

How did CNC(=S)N/N=C/c1c(C)nn(-c2ccccc2)c1Cl do in these assays?
PPC-1+TRAIL kill: 9; TRPML3 ag: -1.0; NPY1 pot ag: 14; zfTRPN1 agonist: -1.6; PGE2 EP2 inh: 7; EP2 mod: -7; 14-3-3 Bad PPI: -2[fluorescence artefact?]; NPY-Y1 antag: -3; CHOP inhibitor: -49

Results for CC1=CC(C)(C)N(C(=O)CSc2ncn[nH]2)c2ccc(C)cc21 ?
PPC-1+TRAIL kill: 19; TRPML3 ag: 0.1; NPY1 pot ag: -16; zfTRPN1 agonist: -0.6; PGE2 EP2 inh: 7; EP2 mod: 32; 14-3-3 Bad PPI: -4; NPY-Y1 antag: 5; CHOP inhibitor: 47

Results for S=c1[nH]nc(-c2ccc(Cl)cc2)n1CC1CCCO1 (centres undefined) ?
PPC-1+TRAIL kill: 4; TRPML3 ag: 0.8; NPY1 pot ag: -25; zfTRPN1 agonist: -0.3; PGE2 EP2 inh: 5; EP2 mod: 25; 14-3-3 Bad PPI: -6[fluorescence artefact?]; NPY-Y1 antag: 7; CHOP inhibitor: 24

What do the screens show for `Cc1ccccc1C1C(C#N)=C2N=C(N)c3ccccc3N2C2=C1C(=O)CCC2` (centres undefined)?
PPC-1+TRAIL kill: 4; TRPML3 ag: -0.7; NPY1 pot ag: 24; zfTRPN1 agonist: -0.4; PGE2 EP2 inh: 3; EP2 mod: 44; 14-3-3 Bad PPI: 2; CHOP inhibitor: -13

How did CCOc1cc(NC(=O)c2ccccn2)c(OCC)cc1NC(=O)c1cccc(C)c1 do in these assays?
PPC-1+TRAIL kill: 13; TRPML3 ag: 0.3; NPY1 pot ag: -5; zfTRPN1 agonist: -0.4; PGE2 EP2 inh: 5; EP2 mod: 28; 14-3-3 Bad PPI: -15; NPY-Y1 antag: 0; CHOP inhibitor: 16

How did CCOc1cc2[nH]c(=O)n(CCCC(=O)NCc3ccco3)c(=O)c2cc1OCC do in these assays?
PPC-1+TRAIL kill: 18; TRPML3 ag: -0.4; NPY1 pot ag: -3; zfTRPN1 agonist: -0.6; PGE2 EP2 inh: 11; EP2 mod: 13; NPY-Y1 antag: -1; CHOP inhibitor: 27

How did CC1(C)Cc2c(sc(NC(=O)c3ccccc3)c2C(=O)O)CO1 do in these assays?
PPC-1+TRAIL kill: 19; TRPML3 ag: 0.9; NPY1 pot ag: 13; zfTRPN1 agonist: -0.3; PGE2 EP2 inh: 11&8; EP2 mod: -54&-36; 14-3-3 Bad PPI: -6; NPY-Y1 antag: 3; CHOP inhibitor: -14

How did Cc1ccc(S(=O)(=O)N2CCN=C2c2ccccc2)cc1C do in these assays?
PPC-1+TRAIL kill: 6; TRPML3 ag: 0.3; NPY1 pot ag: 8; zfTRPN1 agonist: 0.4; PGE2 EP2 inh: 11; EP2 mod: 8; 14-3-3 Bad PPI: -4; NPY-Y1 antag: 8; CHOP inhibitor: 19

How did Cn1c(=O)c2nc(-c3ccc(Cl)cc3Cl)oc2c2ccccc21 do in these assays?
PPC-1+TRAIL kill: 0; TRPML3 ag: 0.0; NPY1 pot ag: 12; zfTRPN1 agonist: 1.4; PGE2 EP2 inh: 7; EP2 mod: 13; 14-3-3 Bad PPI: 24; NPY-Y1 antag: 6; CHOP inhibitor: -6

How did O=C(Cn1cnc([N+](=O)[O-])c1)NC1CCCC1 do in these assays?
PPC-1+TRAIL kill: 18; TRPML3 ag: 0.8; NPY1 pot ag: 6; zfTRPN1 agonist: 2.5; PGE2 EP2 inh: 7; EP2 mod: 11; 14-3-3 Bad PPI: -7; NPY-Y1 antag: -4; CHOP inhibitor: 15

How did Cc1ccc(/C=C2\SC(=S)N(CCCC(=O)Nc3ccc(O)cc3)C2=O)cc1 do in these assays?
PPC-1+TRAIL kill: 5; TRPML3 ag: 0.5; NPY1 pot ag: 13; zfTRPN1 agonist: 0.5; PGE2 EP2 inh: 7; EP2 mod: -54; 14-3-3 Bad PPI: 25; CHOP inhibitor: 100*

Results for O=C(Nc1cccc(C(=O)O)c1)/C(=C\C=C\c1ccccc1)NC(=O)c1ccccc1 ?
PPC-1+TRAIL kill: -7; TRPML3 ag: 0.8; NPY1 pot ag: -4; zfTRPN1 agonist: 1.4; PGE2 EP2 inh: 4; EP2 mod: -14; 14-3-3 Bad PPI: -14; NPY-Y1 antag: 6; CHOP inhibitor: -1

What do the screens show for `CCOC(=O)c1cc2c(ccn2C)n1CC(=O)N(Cc1ccccc1)c1ccc(F)cc1`?
PPC-1+TRAIL kill: 19; TRPML3 ag: 0.5; NPY1 pot ag: -2; zfTRPN1 agonist: 2.0; PGE2 EP2 inh: 6; EP2 mod: 49; 14-3-3 Bad PPI: -31; NPY-Y1 antag: 2; CHOP inhibitor: 70*

How did COCCn1c(SC)nnc1-c1c[nH]c2ccccc12 do in these assays?
PPC-1+TRAIL kill: 24; TRPML3 ag: 0.5; NPY1 pot ag: -6; zfTRPN1 agonist: 0.4; PGE2 EP2 inh: 7; EP2 mod: 13; 14-3-3 Bad PPI: 2; NPY-Y1 antag: 1; CHOP inhibitor: -13

How did CCCn1nnnc1SCC(=O)N1CCCC1 do in these assays?
PPC-1+TRAIL kill: 15; TRPML3 ag: 0.8; NPY1 pot ag: 10; zfTRPN1 agonist: -0.8; PGE2 EP2 inh: 8; EP2 mod: 14; 14-3-3 Bad PPI: -6[fluorescence artefact?]; NPY-Y1 antag: -4; CHOP inhibitor: 33

What do the screens show for `CCc1cccc(NC(=O)CN(C)S(=O)(=O)c2cccc3cccnc23)c1`?
PPC-1+TRAIL kill: 4; TRPML3 ag: 0.3; NPY1 pot ag: 6; zfTRPN1 agonist: 0.7; PGE2 EP2 inh: 5; EP2 mod: -29; 14-3-3 Bad PPI: -8; CHOP inhibitor: 21

How did CC(=O)OC(C(=O)NC1CCCCC1)c1ccc(C#N)cc1 (centres undefined) do in these assays?
PPC-1+TRAIL kill: 15; TRPML3 ag: 1.0; NPY1 pot ag: 15; zfTRPN1 agonist: 1.3; PGE2 EP2 inh: 11; EP2 mod: 5; 14-3-3 Bad PPI: -3; NPY-Y1 antag: 6; CHOP inhibitor: 9

Results for COc1cc(C)c(Cl)cc1S(=O)(=O)NCC1CCCO1 (centres undefined) ?
PPC-1+TRAIL kill: 13; TRPML3 ag: 0.5; NPY1 pot ag: -8; zfTRPN1 agonist: 0.4; PGE2 EP2 inh: 20; EP2 mod: 9; 14-3-3 Bad PPI: -1; NPY-Y1 antag: -1; CHOP inhibitor: 14

Results for COc1cc(/C=N/NC(=S)Nc2cccc(Cl)c2C)ccc1OCC(=O)N1CC(C)OC(C)C1 (centres undefined) ?
PPC-1+TRAIL kill: 7; TRPML3 ag: 0.3; NPY1 pot ag: -16; zfTRPN1 agonist: -0.3; PGE2 EP2 inh: 11; EP2 mod: -28; 14-3-3 Bad PPI: 6; NPY-Y1 antag: 2; CHOP inhibitor: -21

Results for O=C(NC1CCCC1)C(c1ccc(F)cc1)N(C(=O)Cc1cccs1)c1ccc2c(c1)OCCO2 (centres undefined) ?
PPC-1+TRAIL kill: 15; TRPML3 ag: 0.9; NPY1 pot ag: 7; zfTRPN1 agonist: -0.1; PGE2 EP2 inh: 1&17; EP2 mod: 30&16; 14-3-3 Bad PPI: -5; NPY-Y1 antag: -4; CHOP inhibitor: 39
